Source: PubChem (National Center for Advancing Translational Sciences (NCATS))
Gal4-VP16 FLuc: VP16 counterscreen qHTS for inhibitors of ROR gamma transcriptional activity | 310,000 compounds, 3.5% hits | Drosophila S2 Gal4-VP16 UAS-luciferase, luminescence, 20 h | Potency, µM (titrated, usually from 53.6 µM), for inactives: at the highest dose activity, negative = inhibition, usual class: inhibitors;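 further: Gal4-VP16 expression switched on by copper sulfate through the metallothionein promoter; on the % scale 0 is the no-effect control and ±100 the full control effect; nearly all actives have a fitted effect of over 50% in size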
RORgamma inh: qHTS for inhibitors of ROR gamma transcriptional activity; Nuclear receptor ROR-gamma (Mus musculus), P51450; Drosophila S2 Gal4-RORgamma UAS-luciferase reporter, 20 h; Potency, µM (top dose mostly 53.6 µM), inactives show top-dose activity change, negative = inhibition, most hits filed as inhibitors; 310,000 compounds, 5.4% hits; further: on the % scale 0 is the no-effect control and ±100 the full control effect; nearly all actives have a fitted effect of over 60% in size
Target sequence (P51450 whole entry, looked up, the tested form may be a part): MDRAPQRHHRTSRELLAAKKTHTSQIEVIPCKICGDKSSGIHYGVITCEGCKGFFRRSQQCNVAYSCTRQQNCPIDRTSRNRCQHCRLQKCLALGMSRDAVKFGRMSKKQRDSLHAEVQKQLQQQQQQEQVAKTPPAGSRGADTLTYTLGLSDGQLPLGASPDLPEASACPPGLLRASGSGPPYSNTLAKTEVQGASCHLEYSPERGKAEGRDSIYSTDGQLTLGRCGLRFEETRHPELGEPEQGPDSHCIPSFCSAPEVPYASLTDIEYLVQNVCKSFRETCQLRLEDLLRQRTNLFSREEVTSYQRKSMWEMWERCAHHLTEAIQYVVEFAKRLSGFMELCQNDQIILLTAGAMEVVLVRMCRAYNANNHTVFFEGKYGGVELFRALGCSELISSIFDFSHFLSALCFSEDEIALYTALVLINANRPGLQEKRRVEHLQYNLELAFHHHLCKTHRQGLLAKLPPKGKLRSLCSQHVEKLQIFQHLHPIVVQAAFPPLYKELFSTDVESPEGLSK
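Using a luciferase readout, inhibitors were identified by reduced reporter activity in Drosophila cells coexpressing a copper-inducible Gal4–ROR gamma fusion and UAS-driven Photinus luciferase, incubated 20 hr after 700 uM copper sulfate.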
uPA surface inh: qHTS for Inhibitors of Cell Surface uPA Generation; cell surface uPA generation assay, qHTS; Potency, µM (series often up to 38.3 µM), inactives show at the highest dose activity change, negative = inhibition, actives largely listed as inhibitors; 330,000 compounds, 0.31% hits; active means well fitted inhibition curve with a large enough effect; inconclusive means small, poorly fitted or top-dose-only effect; inactive means no such curve, though single readings can be large or run the other way; tested in mouse RAW 264.7 cells; further: on the % scale 0 is the no-effect control and ±100 the full control effect; nearly all actives have a fitted effect of over 55% in size
FLuc modulator: qHTS profiling assay for firefly luciferase inhibitor/activator using purifed enzyme and Km concentrations of substrates (counterscreen for miR-21 project); 360,000 compounds, 6.9% hits; purified FLuc, Km substrates, luminescence inhibition; Potency, µM (highest dose often 57.5 µM), for the others: at the top dose activity change, negative = inhibition, hits mostly inhibitors; AID 588342, 2011;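 further: plate controls were vehicle for no effect and reference inhibitor for full effect; nearly all actives have a fitted effect of over 55% in size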
Target sequence (P08659 whole entry, looked up): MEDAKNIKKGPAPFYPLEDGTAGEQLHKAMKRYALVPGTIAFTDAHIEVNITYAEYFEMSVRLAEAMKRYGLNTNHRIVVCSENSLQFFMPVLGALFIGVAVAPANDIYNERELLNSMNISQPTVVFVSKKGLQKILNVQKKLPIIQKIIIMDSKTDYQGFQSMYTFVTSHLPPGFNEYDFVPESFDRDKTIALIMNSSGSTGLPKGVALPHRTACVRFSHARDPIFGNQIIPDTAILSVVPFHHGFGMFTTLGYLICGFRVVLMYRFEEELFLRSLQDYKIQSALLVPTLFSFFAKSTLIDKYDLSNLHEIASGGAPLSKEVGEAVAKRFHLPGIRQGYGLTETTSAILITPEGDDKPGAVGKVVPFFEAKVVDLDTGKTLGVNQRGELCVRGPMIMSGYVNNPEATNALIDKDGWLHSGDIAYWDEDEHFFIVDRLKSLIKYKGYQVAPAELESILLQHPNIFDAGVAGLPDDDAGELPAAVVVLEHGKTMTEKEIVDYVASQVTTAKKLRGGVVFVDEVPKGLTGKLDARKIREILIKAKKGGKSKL
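Purified P. pyralis luciferase, 10 nM final, with Km-level 10 uM D-luciferin and 10 uM ATP in 50 mM Tris acetate pH 7.5, 10 mM Mg acetate, 0.01% Tween-20, 0.05% BSA; 6-point qHTS titration about 60 µM downward; luminescence read.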
ELG1 genotox: qHTS screen for small molecules that induce genotoxicity in human embryonic kidney (HEK293T) cells expressing luciferase-tagged ELG1 | HEK293T ELG1-luciferase reporter, luminescence, 16 h | Potency, µM (series often up to 46 µM), without a hit: top-dose activity change, positive = activation, usual class: activators | 330,000 compounds, 1.3% hits | AID 504466, 2011; further: % of control where 0% means no effect; nearly all actives have a fitted effect of over 60% in size
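Screening used a luciferase reporter fused to human ELG1 in HEK293T cells. Luminescence was read on a CCD plate imager after 16 hr exposure and 30 min ONE-Glo incubation.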
NPC1 promoter act: qHTS Assay for NPC1 Promoter Activators; Huh7 NPC1 promoter luciferase reporter, 24 h; Potency, µM (doses to about 9.22 µM), inactives show at the highest dose activation, hits mostly activators; 320,000 compounds, 2.4% hits; AID 485313, 2010;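 further: % of control where 0% means no effect; nearly all actives have a fitted effect of over 60% in size; reporter is driven by a mutant NPC1 promoter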
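Luminescence read-out of NPC1 promoter-driven luciferase in stably transfected Huh7 cells; compounds delivered in DMSO and left 24 h at 37C, 5% CO2, qHTS titration format.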
MLL CXXC-DNA inh: qHTS Fluorescence Polarization Assay for Inhibitors of MLL CXXC domain - DNA interaction | Histone-lysine N-methyltransferase 2A (Homo sapiens), Q03164 | MLL-CXXC / FITC-HOXA9 DNA fluorescence polarization | Potency, µM (doses to about 115 µM), for the others: at the highest dose activity change, negative = inhibition, hits mostly inhibitors | 290,000 compounds, 0.037% hits; active means well fitted inhibition curve with a large enough effect in the polarisation, with a control signal flat, not every such curve was filed as active; inconclusive means small, poorly fitted or top-dose-only effect, or effect the other way, or a change in a side signal; inactive means no such curve, though single readings can be large or run the other way; the % refers to the polarisation
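Purified MLL-CXXC (added from a 7 uM solution) was preincubated 5 min at ambient with pinned compounds in 50 mM Tris-HCl pH 7.5, 50 mM NaCl, 1 mM DTT, 0.05% BSA. Fluorescein-labeled HOX-A9 DNA (50 nM solution) followed, 30 min, then polarization read.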
MBNL1 CUG block: qHTS Assay for Inhibitors of MBNL1-poly(CUG) RNA binding; Muscleblind-like protein 1 (Homo sapiens), Q9NR56; TR-FRET MBNL1-His/biotin-(CUG)12 binding, 665/545 ratio; Potency, µM (top dose mostly 57.5 µM), for inactives: top-dose activity change, negative = inhibition, actives largely listed as inhibitors; 280,000 compounds, 0.036% hits; AID 2675, 2010; active means well fitted inhibition curve with a large enough effect in the signal ratio, with a control signal flat, not every such curve was filed as active; inconclusive means small, poorly fitted or top-dose-only effect, or effect the other way, or a change in a side signal; inactive means no such curve, though single readings can be large or run the other way; the % refers to the signal ratio; further: on the % scale 0 is the no-effect control and ±100 the full control effect
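TR-FRET readout: Ex 340 nm, 665/545 nm emission ratio, normalized to buffer-only (basal) and MBNL1-(CUG)12 controls. Complex of MBNL1-His with Biotin-(CUG)12, compounds 92 nM–58 uM, incubated 60 min at room temperature.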
BRCA1 expr up: qHTS Assay to Identify Small Molecule Activators of BRCA1 Expression. MCF7-BRCA1-FFLuc reporter, luminescence, 48 h; response scale: scaled: vehicle 0%, 10 µM genistein 100%. Potency, µM (top dose mostly 46.1 µM), for the others: at the highest dose activation, usual class: activators. 380,000 compounds, 1.1% hits; further: nearly all actives have a fitted effect of over 80% in size; some results filed as inactive show a strong effect at the top dose
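Reporter cells (MCF7, BRCA1 promoter-firefly luciferase) received library compounds across a concentration series for 48 h. End-point luminescence was measured and concentration-effect curves derived after normalization.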
Rab9 promoter act: qHTS Assay for Rab9 Promoter Activators. Huh7 Rab9 promoter-luciferase reporter, luminescence, 24 h. Potency, µM (series often up to 9.22 µM), inactives show at the top dose activation, negative = inhibition, actives largely listed as activators. 320,000 compounds, 2.8% hits. AID 485297, 2010; further: % of control where 0% means no effect; nearly all actives have a fitted effect of over 60% in size
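Steps: seed 1500 Huh7 Rab9-luc cells per well, rest 2 h at 37 °C; add compound in DMSO; incubate 24 h; add luciferase reagent, 10 min ambient; read luminescence.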
p53 reactivator: qHTS assay for re-activators of p53 using a Luc reporter; H1299 p53-A138V BP100-luciferase reporter, luminescence, 24 h; 320,000 compounds, 0.063% hits; Potency, µM (series often up to 92.2 µM), for the others: at the highest dose activity change, positive = activation, hits mostly activators; further: % of control where 0% means no effect; nearly all actives have a fitted effect of over 45% in size
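H1299 (p53-null), stable ts p53-A138V + BP100-Luc; 1000 cells/well, Opti-MEM/10% FBS; cpd 4 pt, 1:5; 24 h, 37 deg C, 5% CO2; detection reagent 10 min RT; luminescence.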
Active calls of the source: *; ? = inconclusive; . = no result given; & = joins results of further samples; [ ] = dose if it differs, or a comment. Unless noted, the call rests on the fitted dose curve; in most records, active means well fitted curve in the direction sought with a large enough effect; inconclusive means small, poorly fitted or top-dose-only effect, or another doubt; inactive means no such curve, though single readings can be large; an effect the other way counts as inactive or inconclusive. Potency means the concentration at half of the fitted maximal effect. The list is partial. The share of hits here may be higher or lower than overall.

Each structure is followed by: Gal4-VP16 FLuc	MLL CXXC-DNA inh	FLuc modulator	BRCA1 expr up	uPA surface inh	NPC1 promoter act	ELG1 genotox	RORgamma inh	p53 reactivator	MBNL1 CUG block	Rab9 promoter act
> Cc1ccc(C(=O)N/N=C\c2ccc3c(c2)OCO3)cn1
    -8%	5%	17µM*	30%	2%	1%	6%	-20%	8%	?	3%
> COc1ccc(-c2noc(Cc3ccc(Cl)cc3)n2)cc1OC
    -18%	6%	2%	-6%	-1%	-1%	-2%	7%	0%	-1%	2%
> COc1ccc(NC(=O)c2cc(S(=O)(=O)N3CCCC3)cn2C)cc1Cl
    -1%	.	-14%	-22%	3%	-8%	8%	14%	.	-15%	-3%
> COc1ccc(CCNC(=O)c2cnn3cccnc23)cc1OC
    2%[0.365 µM]	-1%	-6%	6%	.	2%	3%	8%	1%	-3%	-6%
> O=C(COc1ccc2c3c(c(=O)oc2c1)CCC3)NC(Cc1ccc(Cl)cc1)C(=O)O (stereo not given)
    -8%	-14%	-4%	9%	1%	1%	-4%	27%	17%	-7%	-10%
> CC1CC(C)CN(C(=O)CSCC(=O)Nc2nc(-c3cccs3)cs2)C1 (stereo not given)
    ?	4%	4%	2%	-3%	13%	?	-42%	5%	?	22%
> O=C(NC(=S)Nc1cccc(O)c1)c1ccco1
    4%	?	11µM*	?	10%	?	?	1%	?	-8%	?
> COC1CCN(Cc2c(C(=O)N3C[C@@H](C)O[C@@H](C)C3)nc3ccc(Cl)cn23)CC1
    -1%	-7%	1%	21%	-7%	1%	-2%	0%	-6%	1%	-1%
> Cc1ccc(NC(=S)NNC(=O)c2c(Cl)c(C)nn2C)cc1
    ?	-1%	-1%	-40%	-4%	-2%	-6%	4µM*	5%	17%	1%
> Cc1oc(-c2ccc(Cl)cc2)nc1CS(=O)CC(=O)NCc1ccc2c(c1)OCO2 (stereo not given)
    -5%	.	-4%	-33%	-5%	1%	1%	-29%	1%	-2%	3%
> O=C(Cc1ccccc1[N+](=O)[O-])NCc1ccc(Cl)cc1
    15%	4%	17µM*	?	2%	?	?	28%	?	17%	?
> COc1ccc(N/C(N)=N/c2nc(C)cc(C)n2)c(OC)c1
    2%	5%	-2%	0%	-3%	-7%	-10%	1%	-5%	-8%	-9%
> C=CCNC(=O)C(C#N)c1nc2ccccc2nc1N1CCN(Cc2ccccc2)CC1 (stereo not given)
    -1%	?	0%	-15%	-1%	0%	-1%	7%	5%	-7%	3%
> Cc1sc2ncnc(Oc3ccc(-n4ccnc4)cc3)c2c1C
    -7%	-10%	-1%	-48%	4%	1%	-9%	-35%	-11%	-13%	-7%
> Cc1cc(C)c(O)c(NC(=S)NC(=O)Cc2ccccc2)c1
    5.6µM*	-3%	-3%	-25%	-1%	2%	-2%	10µM*	-4%	-7%	2%
> O=P(COCCO)(c1ccccc1)c1ccccc1
    1%	-1%	0%	-11%	-9%	-1%	0%	5%	5%	-1%	-3%
> CC(OC(=O)c1ccc(-c2ccc([N+](=O)[O-])cc2)o1)C(=O)NC(N)=O (stereo not given)
    3%	3%	4%	-1%	1%	2%	-1%	23%	3%	?	-6%
> O=C(CN1CCCCCC1)Nc1c(Cl)cc(Cl)cc1Cl
    18%	-1%	15µM*	?	?	?	?	-24%[1.91 µM]	16%	-1%	?
> Nc1nc(SCC(=O)NCC2CCCO2)[nH]c(=O)c1NC(=O)c1ccc(F)c(F)c1 (stereo not given)
    5%	20%	1%	-7%	-6%	-3%	12%	-1%	-1%	-6%	0%
> O=C(C[n+]1cc(Br)cc2ccccc21)c1ccc(Cl)cc1
    -8%	15%	6%	-53%	0%	-6%	-4%	?	?	?	-1%
> Cc1cccc(-c2noc(CNC(=O)c3ccco3)n2)c1
    23%	9%	1%&-10%	23%	4%	2%	3%	-2%	0%	3%	14%
> Cc1ccccc1-n1nnnc1SCC(=O)c1c(N)n(C2CC2)c(=O)[nH]c1=O
    .	.	4%	-4%	-3%	-2%	-3%	.	1%	.	2%
> COCC1CCN(Cc2c(C(=O)N3CCN(C4CCCCC4)CC3)nc3ccccn23)C1 (stereo not given)
    8%	-9%	-1%	5%	-17%	3%	-11%	-20%	16%	-7%	1%
> COc1ccc(-n2cc(C(=O)c3ccc4ccccc4c3O)cn2)cc1
    -2%	-1%	-4%	33%	8%	-1%	0%	-16%	-2%	-17%	10%
> O=C(COn1nnc2ccc(S(=O)(=O)N3CCOCC3)cc21)Nc1c(F)c(F)c(F)c(F)c1F
    -11%	-12%	-2%	-16%	-6%	-5%	-5%	9%	-2%	-1%	-4%
> CC(=O)c1ccccc1C(=O)N1CCCC(CNC(=O)c2ccccc2Cl)C1 (stereo not given)
    2%	1%	-15%	20%	9%	-1%	7%	-2%	?	-2%	2%
> O=C(CN(c1cccc(C(F)(F)F)c1)S(=O)(=O)c1ccc(Cl)c([N+](=O)[O-])c1)NCc1ccccc1
    ?	14%	-1%	-7%	-6%	1%	-18%	-31%	-9%	-6%	0%
> COCCN1CCN(C(=O)C2CCC(=O)N(Cc3ccccc3F)C2)CC1 (stereo not given)
    -6%	18%	6%	9%	3%	-4%	0%	-10%	24%	3%	5%
> CCNC(=S)Nc1cc(C(=O)N2CCCC2)ccc1N1CCCC1
    -6%	-1%	0%	0%	3%	-4%	-2%	-5%	-2%	-8%	0%
> COc1ccc(NC(=O)CSc2nc3ccccc3nc2N2CCOCC2)cc1
    0%	.	0%	-30%	-3%	-4%	2%	-21%	.	7%	3%
> O=C(NCCCN1CCN(c2ccc(F)cc2)CC1)NC12CC3CC(CC(C3)C1)C2
    -17%	-4%	1%	-29%	-9%	-5%	-5%	-13%	-1%	-2%	1%
> COc1ccc(N(C(C)=O)C2C=CS(=O)(=O)C2)c(OC)c1 (stereo not given)
    -3%	-1%	-6%	-1%	15%	1%	2%	40%	-4%	-9%	4%
> CCOc1cc(N2CCOCC2)c(OCC)cc1NC(=O)c1cc(C)cc(C)c1
    3%	1%	4%	-33%	0%	-8%	-11%	21%	0%	.	1%
> COc1ccc(C(=O)NC(C)c2cnn(-c3ccccn3)c2C)o1 (stereo not given)
    21%	-1%	1%	-6%	13%	11%	-3%	11%	11%	2%	14%
> COc1ccccc1NC(=O)N1CCCC1C(=O)NCc1ccccc1 (stereo not given)
    -9%	-18%	5%	0%	0%	2%	2%	-13%	-14%	2%	9%
> COC(=O)CNc1c(-c2ccccn2)nc2ccc(Br)cn12
    ?	?	3.4µM*	4.5µM*	-2%	1.6µM*	1.3µM*	?	.	?	0.89µM*
> Nc1nc(SCC(=O)N2CCCCCC2)[nH]c(=O)c1NC(=O)c1ccco1
    -7%	14%	-2%	11%	5%	-4%	0%	-2%	-1%	-2%	-1%
> Cc1ccc(C(=O)Nc2ccc(SC(F)F)cc2)s1
    3%	?	6.7µM*	?	-3%	2.8µM*	?	3%	29%	6%	1.3µM*
> COC(=O)C1=NN(c2ccccc2)C2C(=O)N(c3ccccc3OC)C(=O)C12 (stereo not given)
    -1%	2%	-1%	-16%	1%	-2%	3%	-7%[10 µM]	-1%	.	-4%
> Cc1ccc(-c2noc(CCC(=O)NCc3ccccc3CN3CCOCC3)n2)cc1
    .	.	-2%	0%	13%	-1%	-1%	.	-16%	.	1%
> COc1ccc(CC(=O)NCc2nn(-c3ccccc3)nc2C)cc1OC
    -2%	7%	6%	-1%	-19%	-3%	-3%	-6%	1%	-2%	1%
> CCOC(=O)N1CCC2(CC1)C(C#N)=C(N)OC1=C2C(=O)CC(C)(C)C1
    0%	3%	4%	0%	-4%	1%	-2%	27%	2%	-4%	1%
